# B2AR arrestin ag – ADRB2 beta-arrestin recruitment | P07550 | HTLA Tango cells, beta-arrestin recruitment, luciferase luminescence, 18 h | Potency, µM (doses to about 46.1 µM), without a hit: top-dose activation, actives largely listed as activators | 44,000 tested, under 10 active | AID 1347077;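 also: potency is read from the fitted curve at half-maximal effect; 0% = DMSO and full agonism = EC100 isoproterenol or metaproterenol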
# Target sequence (P07550 whole entry, looked up): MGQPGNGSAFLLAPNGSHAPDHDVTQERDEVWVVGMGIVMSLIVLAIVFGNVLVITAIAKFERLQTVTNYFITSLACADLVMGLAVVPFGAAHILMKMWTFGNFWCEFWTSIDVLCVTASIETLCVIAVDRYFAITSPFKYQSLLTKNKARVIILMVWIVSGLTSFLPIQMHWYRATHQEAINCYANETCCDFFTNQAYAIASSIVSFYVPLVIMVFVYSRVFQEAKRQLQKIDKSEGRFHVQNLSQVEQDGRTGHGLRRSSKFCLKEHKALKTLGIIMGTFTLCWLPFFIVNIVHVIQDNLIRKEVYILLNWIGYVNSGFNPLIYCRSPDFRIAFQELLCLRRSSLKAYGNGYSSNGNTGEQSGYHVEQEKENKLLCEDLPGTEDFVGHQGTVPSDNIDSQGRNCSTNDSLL
#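 Luminescence read-out: arrestin recruitment to recombinant beta2-AR releases tTA, inducing luciferase. Cells exposed 18 hr at 37 degrees C to up to 46 microM compound; %Activity from corrected signal, concentration-response curves classified by r2, magnitude and efficacy.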
# p53null 32C tox – kills p53 null cells at the permissive temperature; Potency, µM (series often up to 46.1 µM), inactives show at the top dose activity change, negative = cytotoxicity, usual class: cytotoxic; H1299-neo p53 null cells, ATP luminescence, 24 h, 32C; 55,000 compounds, 0.62% hits;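 also: potency is read from the fitted curve at half-maximal effect; 0% = DMSO only and -100% = full killing by 100 µM tamoxifen; nearly all actives have a fitted effect of over 55% in size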
#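 We seeded p53-null H1299-neo cells, incubated them overnight at 37C, and added compounds across a range up to 46 uM. After 24 hours at 32C, ATP reagent was applied for 20 min at room temperature and luminescence recorded.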
# PTAP-TSG101 blk – TSG101-PTAP interaction inhibition, HIV-1 budding. Fluorescence polarization, FITC-PTAP peptide/Tsg101, 20 min. Potency, µM (highest dose often 115 µM), for inactives: top-dose activity change, negative = inhibition, hits mostly inhibitors. 44,000 tested, under 10 active; also: potency is read from the fitted curve at half-maximal effect; 0% is about no effect
#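 Fluorescence polarization: Tsg101 binding domain (10 uM final) in 10 mM HEPES pH 7.5, 0.15 M NaCl, 0.01% Tween 20, 3 mM EDTA, 0.1 mM TCEP; compounds pinned; FITC-PTAP peptide 50 nM final; 20 min, r.t.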
# GALK inh – GALK (human) enzyme inhibition. 44,000 tested, under 10 active. Potency, µM (doses to about 57.5 µM), inactives show at the top dose activity, negative = inhibition, actives largely listed as inhibitors. recombinant GALK, Kinase-Glo ATP luminescence, 1 h. P51570;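 also: plate controls were full GALK reaction for no effect and reaction lacking GALK for full effect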
#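 Human GALK (5 nM) was incubated with 35 uM ATP and 100 uM galactose in 20 mM HEPES pH 8.0 with MgCl2, NaCl, DTT and BSA for 1 h at room temperature. Remaining ATP was measured by Kinase-Glo Plus luminescence.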
# p53null 39C kill – p53 null cell cytotoxicity, nonpermissive temperature; Potency, µM (titrated, usually from 46.1 µM), inactives show at the highest dose activity, negative = cell killing, actives largely listed as cytotoxic; H1299 p53-null (neo) cells, 39C, ATPlite viability, 24 h; 55,000 compounds, 0.97% hits;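 also: potency is read from the fitted curve at half-maximal effect; 0% = DMSO only and -100% = full killing by 100 µM tamoxifen; nearly all actives have a fitted effect of over 50% in size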
#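 Luminescent ATP signal reported cell survival after H1299 lines (neo, p53 null; or p53 A138V) received up to 46 uM compound and 24 hr incubation at 39C.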
# FH mod – Identification of activators of human fumarate hydratase by quantitative high-throughput screening | Fumarate hydratase, mitochondrial (Homo sapiens), P07954 | FH coupled MDH/diaphorase resazurin fluorescence, 15 min | Potency, µM (series often up to 79.9 µM), without a hit: at the highest dose activity change, negative = inhibition, usual class: inhibitors | 54,000 compounds, 0.22% hits; also: potency is read from the fitted curve at half-maximal effect; % is scaled to controls: 0 for no effect and ±100 for the full control effect; the screen sought activators but most active calls are inhibition curves; nearly all actives have a fitted effect of over 45% in size
# Target sequence (P07954 whole entry, looked up): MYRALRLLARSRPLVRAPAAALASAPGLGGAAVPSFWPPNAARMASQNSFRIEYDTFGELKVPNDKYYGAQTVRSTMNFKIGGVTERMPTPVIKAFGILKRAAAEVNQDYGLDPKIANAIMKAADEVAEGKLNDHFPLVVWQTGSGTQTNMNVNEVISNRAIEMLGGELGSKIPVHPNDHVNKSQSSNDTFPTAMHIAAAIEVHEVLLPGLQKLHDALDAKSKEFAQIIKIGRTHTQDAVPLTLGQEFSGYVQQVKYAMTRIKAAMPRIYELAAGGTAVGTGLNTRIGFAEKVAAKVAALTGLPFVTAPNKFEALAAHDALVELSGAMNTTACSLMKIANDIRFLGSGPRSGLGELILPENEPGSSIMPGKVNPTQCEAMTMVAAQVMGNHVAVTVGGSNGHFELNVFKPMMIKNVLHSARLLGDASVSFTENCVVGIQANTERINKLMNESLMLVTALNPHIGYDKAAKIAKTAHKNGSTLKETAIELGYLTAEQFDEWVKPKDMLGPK
# NTMT1 inhibitor – NTMT1 methyltransferase inhibition | Q9BV86 | NTMT1 MTase-Glo SAH luminescence, purified enzyme | Potency, µM (titrated, usually from 114 µM), for the others: top-dose activity change, negative = inhibition, hits mostly inhibitors | 59,000 compounds, 2.5% hits;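 also: potency is read from the fitted curve at half-maximal effect; plate controls were DMSO vehicle for no effect and no enzyme for full effect; nearly all actives have a fitted effect of over 65% in size; many of its hits are not listed in these tables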
# The depositor's hits bear a star; u = inconclusive; x = not tested or not shown; [ ] = remark or other dose. Calls follow the shape of the dose curve; as a rule, active = well fitted curve in the direction sought with a large enough effect; inconclusive = small, poorly fitted or top-dose-only effect, or another doubt; inactive = no such curve, though single readings can be large; an effect the other way counts as inactive or inconclusive. Not all compounds are listed; count on the stated rates, not on these rows.
# The line under a structure holds: B2AR arrestin ag	p53null 32C tox	PTAP-TSG101 blk	GALK inh	p53null 39C kill	FH mod	NTMT1 inhibitor
- COc1cc(C(CC(=O)Nc2cc(C)ccn2)N2Cc3ccccc3C2=O)cc(OC)c1OC (centres undefined)
    1%	-2%	1%	-1%	3%	4%	-1%
- COc1ccc(CCNC(=O)Cn2c(=O)cc(C(F)(F)F)c3c(C)nn(C)c32)cc1OC
    0%	1%	-1%	-2%	-3%	-3%	-8%
- CC(C)c1cc(-c2nc(-c3ccc(Cl)cc3)no2)n[nH]1
    1%	-11%	-3%	-3%	-11%	-7%	-13%
- CC(=O)Nc1ccc(NC(=O)CCC(=O)c2ccc(C)cc2)cc1
    5%	6%	0%	-3%	9%	-6%	-2%
- COC(=O)c1c(NC(=O)COc2ccc(OC)cc2)sc2c1CCC(C)C2 (centres undefined)
    -1%	-5%	4%	-17%	1%	u	4%
- CCOc1ccc(NC(=O)c2ccc(NC(=O)N3CCSc4ncccc43)cc2)cc1
    -1%	u	1%	1%	u	4%	u
- O=C(COc1ccc2oc3c(c2c1)CCCC3)Nc1cccc(Br)c1
    -2%	4%	-2%	0%	33%[activator]	-10%	2%
- COc1ccc(S(=O)(=O)NCCc2nnc3ccc(SCC(=O)Nc4ccccc4C)nn23)cc1
    -1%	-5%	-8%	1%	-22%	-2%	14%
- COc1ccccc1OCC(=O)Nc1cc(-c2ccc(C)cc2)no1
    0%	-21%	0%	0%	-24%	0%	36%[activator]
- COc1ccc(NC(=O)C2CCN(S(=O)(=O)c3ccc4c(c3)CCCC(=O)N4)CC2)c(OC)c1
    1%	-1%	-3%	1%	-9%	-3%	6%
- COc1ccc(OC)c(S(=O)(=O)N2CCC(c3ccncc3)CC2)c1
    -3%	-7%	-12%	-2%	9%	6%	3%
- CCOc1ccc(CCNC(=O)CCc2cn(Cc3ccc(F)cc3)c3ccccc23)cc1
    0%	-5%	-3%	0%	-14%	-8%	13%
- CCOC(=O)c1c(C)sc(-c2c(-c3ccccc3)[nH]c3[nH]c(=O)[nH]c(=O)c23)c1O
    -4%	46%[activator]	6%	-2%	u	u	u
- Cc1nc2nc(SCC(=O)NCCc3ccc(Cl)cc3)nn2c(C)c1Cc1ccccc1
    1%	6%	-12%	0%	-12%	u	2%
- C#CCOc1c(Br)cc(C2C(C(=O)OC)=C(C)NC3=C2C(=O)c2ccccc23)cc1OCC (centres undefined)
    0%	36%[activator]	-2%	0%	72%[activator]	-22%	0%

# The list goes on (2 carried over from the part before).
# The line under a structure holds: B2AR arrestin ag	p53null 32C tox	PTAP-TSG101 blk	GALK inh	p53null 39C kill	FH mod	NTMT1 inhibitor
- Cc1nc2nc(SCC(=O)NCCc3ccc(Cl)cc3)nn2c(C)c1Cc1ccccc1
    1%	6%	-12%	0%	-12%	u	2%
- C#CCOc1c(Br)cc(C2C(C(=O)OC)=C(C)NC3=C2C(=O)c2ccccc23)cc1OCC (centres undefined)
    0%	36%[activator]	-2%	0%	72%[activator]	-22%	0%
- CCOC(=O)c1c(NC(=O)c2ccccc2Cl)sc2c1CCCC2
    1%	0%	0%	2%	27%	-15%	-9%
- Cc1cccc(C(=O)N2CCc3cc(CNC(=O)c4ccco4)ccc32)c1
    -3%	-8%	-1%	-1%	24%	-14%	0%
- CC1Cc2cc(S(=O)(=O)CCC(=O)Nc3ccc(F)cc3)ccc2N1C(=O)C1CC1 (centres undefined)
    1%	1%	1%	0%	10%	x	x
- CC(=O)c1cccc(S(=O)(=O)NCCc2csc3nc(-c4ccc(F)cc4)nn23)c1
    -3%	10%	-7%	-6%	3%	-8%	-4%
- CCOc1ccc(NC(=O)CCS(=O)(=O)c2cc3c4c(c2)CCN4C(=O)CC3)cc1
    -1%	2%	-1%	1%	0%	3%	-8%
- COc1cccc(NC(=O)CSc2nc(O)c(C/C=C/c3ccccc3)c(=O)[nH]2)c1
    1%	2%	-11%	3%	28%	-3%	-3%
- CCn1cc2nc(SCC(=O)Nc3ccc(OC)c(Cl)c3)n(Cc3ccc(OC)cc3)c(=O)c2n1
    -2%	-11%	-3%	1%	-1%	-13%	u
- COCCNC(=O)C1CCN(Cc2cc3ccccc3n2Cc2ccc(C)cc2)CC1
    -3%	8%	-6%	-1%	-8%	-11%	-7%
- COc1ccc(-c2nc(CSCC(=O)N3CCN(c4ccccc4F)CC3)c(C)o2)cc1
    1%	-7%	-8%	9%	-3%	u	9%
- Cc1cccc(NC(=O)Nc2ccc(C)c(C)c2)n1
    1%	-30%	-6%	3%	-17%	-16%	-9%
- CC1=C(C(=O)OCc2ccccc2)C(c2cccc(Cl)c2Cl)CC(=O)N1 (centres undefined)
    1%	1%	-3%	1%	-28%	5%	8%
- CCOc1ccc(C(=O)OCc2cc(=O)n3cc(C)sc3n2)cc1
    -1%	1%	0%	0%	1%	u	-9%
- Cc1nn(-c2ccc(N3CCCC3)nn2)c(C)c1CCC(=O)Nc1ccc(F)cc1F
    0%	-11%	-4%	-2%	-3%	x	x
- O=C(CSc1cn(CCNC(=O)c2c(F)cccc2F)c2ccccc12)Nc1ccc2c(c1)OCCO2
    -1%	x	-12%	-2%	x	1%	0%
- Cc1ccc2nc(Nc3ccc(C)c(F)c3)c3nncn3c2c1
    -1%	-10%	5%	1%	-19%	-5%	5%
- CCCNC(=O)CN1C(=O)COc2ccc(S(=O)(=O)N3CCCC3)cc21
    -2%	-7%	-2%	9%	7%	-8%	-1%
- CCOc1ccc(CCNC(=O)c2ccc(C)c(-n3cnc4cccnc43)c2)cc1
    0%	-12%	-2%	-1%	u	-2%	-1%
- CCOC(=O)C1=C(CS(=O)(=O)c2ccc(F)c(C)c2)NC(=O)NC1c1ccc(F)c(F)c1 (centres undefined)
    -1%	6%	-9%	-10%	-2%	-10%	6%
- COc1ccc(NC(=O)C2CCC(CNS(=O)(=O)c3cccc4nsnc34)CC2)cc1OC (centres undefined)
    1%	4%	-1%	-1%	-20%	0%	-10%
- CN(C)c1ccc(C(CNC(=O)c2ccc(C(C)(C)C)cc2)N2CCCC2)cc1 (centres undefined)
    1%	7%	-2%	-2%	u	-3%	u
- CSc1nn(CC(=O)Nc2ccccc2F)c(N)c1S(=O)(=O)c1ccccc1
    0%	-4%	-4%	-2%	7%	8%	12%
- Cc1ccc(C)c(CSc2c(C(C)C)cnc3c2c(=O)n(C)c(=O)n3C)c1
    1%	-5%	-22%	1%	29%	-10%	u
- CCOc1ccc(CCNC(=O)c2cc3c(=O)n(C)c4ccccc4c3n2C)cc1OCC
    0%	-1%	-4%	-1%	-17%	u	-22%
- Cc1oc2ncnc(N3CCCCC3)c2c1C(=O)Nc1cccc(F)c1
    -1%	-4%	2%	-1%	-19%	-17%	-24%
- Cc1ccc2c(CC(=O)Nc3c(C(=O)c4ccc(F)cc4)oc4ccccc34)coc2c1C
    0%	-3%	0%	2%	-1%	-4%	u
- Cc1cc(=O)n(Cc2cccc(Cl)c2)c2c1c(C)nn2C
    0%	-1%	-4%	5%	-10%	-15%	2%
- CCN(Cc1ccc(OC)cc1)c1ccc(-c2nc(-c3ccncc3)no2)cc1[N+](=O)[O-]
    -3%	-9%	-5%	0%	-2%	-14%	13%
- COc1ccc(C(=O)NCc2ccc3c(c2)CCN3C(=O)c2ccc(Cl)cc2)c(OC)c1
    -1%	13%	-3%	-5%	9%	-15%	0%
- O=C(NCCc1ccc(F)cc1)C(=O)NCC(c1ccc2c(c1)OCO2)N1CCOCC1 (centres undefined)
    1%	-5%	-1%	0%	7%	2%	9%
- O=C(Nc1ccccc1)N(Cc1cccs1)c1ccc(F)cc1
    -5%	-2%	-7%	2%	13%	-8%	u
- Cc1ccc(C)c(N2CCN(C(=O)c3cccc(-n4c(C)nc5cccnc54)c3)CC2)c1
    -1%	3%	-5%	2%	0%	0%	12%
- CCN(CC)c1ccc(NC(=O)c2sc3nc4c(cc3c2N)CN(C)CC4)cc1
    0%	-4%	0%	6%	u	-22%	-9%
- COc1ccc(OC)c(CNC(=O)c2cc3c(-c4ccc(OC)c(OC)c4)nn(C)c3s2)c1
    -2%	7%	-8%	-2%	-13%	-24%	-8%
- COC(=O)c1c(C)oc2ccc(N(C(=O)c3ccncc3)S(=O)(=O)c3ccc(Br)cc3)cc12
    0%	7%	4%	-2%	u	-32%	-1%
- CCOC(=O)c1cnc2cc(C(F)(F)F)ccc2c1N1CCN(c2ccc(F)cc2)CC1
    0%	x	4%	3%	x	-21%	6%
- CC(C)CC(=O)Nc1nc2c(s1)CC(C(C)(C)C)CC2 (centres undefined)
    -1%	-6%	1%	-1%	-7%	-18%	0%
- COc1ccc(-n2c(=O)c3c(c4cc(OC)ccc4n3C)n(Cc3cc(C)ccc3C)c2=O)cc1
    0%	2%	-1%	-2%	17%	-17%	13%
- Cc1ccc(NC(=O)Cn2c(=O)n(CCCS(=O)(=O)C3CCCCC3)c(=O)c3ccccc32)cc1F
    0%	-6%	1%	-9%	-1%	-5%	-17%
- CCOc1ccc(NC(=O)CCS(=O)(=O)c2cccc3nonc23)cc1
    0%	3%	1%	-4%	13%	-15%	-3%
- O=C(CSc1nc(=O)n(Cc2ccco2)c2c1CCC2)NCc1ccc(Cl)cc1
    -3%	-5%	0%	0%	5%	-33%	-21%
- CSc1cccc(-n2nnc(-c3nsc(NC(=O)c4cccs4)n3)c2C)c1
    1%	-6%	1%	5%	u	-33%	9%
- Cc1ccccc1Nc1c(-c2ccc(N3CCOCC3)cc2)nc2ccccn12
    -1%	1.6µM*	-3%	u	0.32µM*	-30%	-11%
- CCc1ccccc1NC(=O)c1sc(-n2nc(C)c(Cc3ccccc3)c2C)nc1C
    -5%	-10%	0%	3%	-14%	-25%	u
- O=C(c1ccc2c(c1)N(Cc1ccc(Cl)cc1)C(=O)c1ccccc1S2(=O)=O)N1CCN(c2ccccn2)CC1
    0%	-11%	0%	10%	-8%	-20%	-1%
- COc1cccc(NC(=O)N2CCC(CN3CCOCC3)CC2)c1
    -1%	-4%	-10%	-3%	-4%	16%	0%
- COc1ccccc1CNc1nc2c(S(=O)(=O)c3ccc(C)c(C)c3)nnn2c2ccc(Cl)cc12
    1%	-5%	0%	4%	-1%	-1%	3%
- Cc1cc(C)c(OCCOCCn2c(-c3ccc(Cl)cc3)nc3ccccc3c2=O)c(C)c1
    -2%	-3%	2%	0%	9%	x	x
- COc1cc(NS(=O)(=O)c2ccc(NC(=O)COc3ccc(Cl)cc3Cl)cc2)nc(OC)n1
    -2%	14%	0%	1%	4%	u	-3%
- CCSc1nc2c(c(=O)[nH]c(=O)n2C)n1CC(O)COc1ccc(Cl)cc1 (centres undefined)
    1%	-7%	-1%	-2%	-6%	-24%	5%

# Assay outcomes: PubChem BioAssay, National Center for Advancing Translational Sciences (NCATS)
